Screening data (PubChem BioAssay)
MT1-MMP txn act: MT1-MMP promoter transcription activation. activation factor at 10 µM. HT1080 MT1-MMP promoter luciferase reporter, luminescence, overnight; active compounds read high. hit rate 0.16% among 86,000;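 active = activation factor of at least 2 for MT1-MMP transcription at 10 µM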
ERb coact inh: blocks coactivator binding to human estrogen receptor beta; Q92731; TR-FRET ER-beta LBD / SRC1-Cy5 peptide binding; receptor agonist-loaded with 1 µM estradiol; inhibition, % at 25.6 µM; hit rate 1.3% among 86,000; AID 633;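 active = compounds whose percent inhibition of the receptor-coactivator binding signal exceeds about 50% in the single-dose screen, limit read from the data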;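 note: 0% = receptor plus peptide wells without compound and 100% = peptide-only wells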
sEH activator: activators of human soluble epoxide hydrolase; activation, % at 2 µM; hit rate 0.04% among 91,000; purified human sEH enzymatic activity, activator screen; P34913; in the data active = activation above about 37%; note: values of inactives mirror those of a sister screen read the other way
Target sequence (P34913 whole entry, looked up): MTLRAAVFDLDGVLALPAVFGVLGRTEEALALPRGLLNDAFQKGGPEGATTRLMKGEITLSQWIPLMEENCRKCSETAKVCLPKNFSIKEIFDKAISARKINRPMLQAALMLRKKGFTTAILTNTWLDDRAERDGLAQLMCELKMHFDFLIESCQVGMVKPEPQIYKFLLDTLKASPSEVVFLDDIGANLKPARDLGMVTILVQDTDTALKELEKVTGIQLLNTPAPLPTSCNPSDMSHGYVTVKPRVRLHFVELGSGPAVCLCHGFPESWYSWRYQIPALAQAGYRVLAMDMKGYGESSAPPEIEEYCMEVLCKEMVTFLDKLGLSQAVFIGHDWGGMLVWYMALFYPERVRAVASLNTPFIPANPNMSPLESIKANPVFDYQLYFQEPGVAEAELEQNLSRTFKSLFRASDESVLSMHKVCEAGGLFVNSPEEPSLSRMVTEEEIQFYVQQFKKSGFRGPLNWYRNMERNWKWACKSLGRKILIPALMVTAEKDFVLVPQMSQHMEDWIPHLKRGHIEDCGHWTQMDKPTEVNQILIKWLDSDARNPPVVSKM
ERa SRC1 pot: enhances coactivator binding to human estrogen receptor alpha; coactivator binding (% of control), % at 25.6 µM; P03372; TR-FRET ERalpha-LBD/SRC-Cy5 coactivator binding, 2 h; 100 = basal binding, no effect; hit rate 1.3% among 86,000; in the data active = activity above about 200%;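 note: binding measured in presence of low estradiol as agonist stimulus; 0% = peptide alone without receptor and 100% = receptor with peptide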
Mac1 fbg enh: enhancers of human CD11b/CD18 binding to fibrinogen; P05107+P11215; K562 CD11b/CD18 adhesion to fibrinogen, ATPlite luminescence; activation, % at 10 µM; hit rate 0.07% among 93,000; AID 1499;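 active = 10 µM primary screen giving 50% or more activity, confirmed by 40% or more on retest at that dose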; note: strong numbers were not always called active; reference of the scale not given here
Calb biofilm kill: kills Candida albicans biofilms; C. albicans biofilm + clotrimazole, Alamar Blue; inhibition, % at 6 µM; hit rate 0.14% among 85,000;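 active = inhibition above 20%; inactive = inhibition below 20%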;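 note: preformed 24 hr biofilms exposed to compound for 48 hr; 0% = biofilm without compound and 100% = blank killed by clotrimazole plus chlorhexidine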
Smad3 FoxH1 inh: inhibitors of human Smad3 transcription factor binding; P84022; TR-FRET Smad3/Dy647-FoxH1 peptide binding, europium anti-His; inhibition, % at 25 µM; hit rate 0.29% among 88,000; AID 630;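 active = compounds that reduce the energy-transfer binding signal between the protein and its labelled peptide by more than half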;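 note: 0% = Smad3 plus labelled peptide maximal FRET and 100% = peptide-only background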
Target sequence (P84022 whole entry, looked up): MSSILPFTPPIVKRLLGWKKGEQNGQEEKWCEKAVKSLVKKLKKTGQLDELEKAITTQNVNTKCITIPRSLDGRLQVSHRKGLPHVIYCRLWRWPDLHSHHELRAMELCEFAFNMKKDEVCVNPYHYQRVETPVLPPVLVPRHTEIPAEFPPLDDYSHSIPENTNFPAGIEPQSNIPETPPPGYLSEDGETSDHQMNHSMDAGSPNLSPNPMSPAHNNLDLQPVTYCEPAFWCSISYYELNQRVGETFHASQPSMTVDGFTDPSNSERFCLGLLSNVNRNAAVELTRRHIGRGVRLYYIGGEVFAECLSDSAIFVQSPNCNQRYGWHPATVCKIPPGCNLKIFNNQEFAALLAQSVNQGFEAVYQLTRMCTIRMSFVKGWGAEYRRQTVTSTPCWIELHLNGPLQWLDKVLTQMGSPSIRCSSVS
sEH inhibitor: inhibitors of human soluble epoxide hydrolase | inhibition, % at 2 µM | recombinant human sEH enzymatic activity assay | hit rate 0.34% among 91,000; in the data active = inhibition above about 80%; note: values of inactives mirror those of a sister screen read the other way; many of its hits are not listed in these tables
CD11b adhes inh: inhibitors of human CD11b/CD18 binding to fibrinogen; P05107+P11215; K562 CD11b/CD18 adhesion to fibrinogen, ATPlite luminescence; Mn2+ added to activate the integrin; AID 1497; hit rate 0.54% among 93,000; inhibition, % at 10 µM;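 active = primary inhibition of 50% or more at 10 µM, then 40% or more on retest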; note: some results filed as inactive read as strong as hits
The depositor's hits bear a star; . = no result given; [ ] = dose if it differs, or a comment.

nr	compound	sEH inhibitor	MT1-MMP txn act	sEH activator	Smad3 FoxH1 inh	Mac1 fbg enh
1	Cn1c(Cc2cccs2)nnc1SCc1nc2ccccc2[nH]1	.	0.9	.	-4	-1
2	Cc1cc(C)c2c(=O)[nH]c(SCC(=O)NCc3ccccc3)nc2n1	8	1.1	-6	-2	0
3	CCC(C)(C)NC(=O)C(c1cccn1C)N(Cc1ccc(OC)cc1)C(=O)Cn1nnc2ccccc21 (stereo unspecified)	-4	1.2	9	-5	.
4	Cc1cc(C)cc(OCCCOc2cccc3cccnc23)c1	9	.	-6	.	2
5	COc1ccccc1CNC(=O)C1CCN(S(=O)(=O)N2CCCCC2)CC1	36	1.1	-37	5[fluorescence artefact?]	0
6	CCOc1ccc(C(=O)Nc2cccc(-c3nc4cccnc4o3)c2)cc1Cl	19	.	-20	.	55*
7	COC(=O)C1=C(C)NC(C)=C(C(=O)OC)C1C(=O)OCC(=O)N1c2ccccc2CC1C (stereo unspecified)	4	1.3	-2	15	-4
8	CCOc1ccc2[nH]c(=O)c(=O)[nH]c2c1	-16	1	15	0	10
9	COc1ccc(Cn2c(SCc3ccccc3C)nc3cc(OC)c(OC)cc3c2=N)cc1	-4	.	7	.	135*
10	COc1ccc(CCNC(=O)c2cnc3n(c2=O)CCS3)cc1OC	-5	1.3	6	6	.

nr	CD11b adhes inh	ERa SRC1 pot	ERb coact inh	Calb biofilm kill
1	5	110	1	-6
2	-54	104	-5	2
3	.	110	9[fluorescence artefact?]	-3
4	3	.	.	.
5	-38	110	-10	7
6	-2	.	.	.
7	1	86	26	2
8	-28	74[fluorescence artefact?]	54*	6
9	-3	.	.	.
10	.	105	-4	-2

(continued)
nr	compound	sEH inhibitor	MT1-MMP txn act	sEH activator	Smad3 FoxH1 inh	Mac1 fbg enh
11	O=C(C1CC2CCC1C2)N1CCN(Cc2ccc3c(c2)OCO3)CC1 (stereo unspecified)	8	1.1	-8	2	-4
12	COc1cccc(CC(C(=O)Nc2cc(C)ccc2C)c2nn[nH]n2)c1OC (stereo unspecified)	-8	1	6	5	.
13	C/C(=N\NC(=O)c1csc(C)c1C)c1ccco1	16	1.2	-13	6	.
14	O=C(COC(=O)c1ccccn1)Nc1nccs1	6	1	-6	-15	-2
15	N#Cc1c(/N=C/c2ccco2)sc2c1CCCCC2	-16	1	18	3	-4
16	COc1ccc(CCn2c(N)c(C(=O)NCc3ccco3)c3nc4ccccc4nc32)cc1OC	-10	1.1	8	-4	13
17	CCN1CCN(C(=O)C2CCN(Cc3nc(-c4ccc(Cl)cc4)oc3C)CC2)CC1	.	1.1	.	-16	.
18	Cc1cc(C)cc(N(CC(=O)N2CCOCC2)S(=O)(=O)c2ccccc2)c1	-13	1.1	16	-3	.
19	CC(=O)Nc1nc(C)c(Cc2ccccc2)c(=O)[nH]1	.	1.3	.	-7	1
20	COC(=O)c1[nH]c2ccc(Cl)cc2c1NC(=O)CCN1CCN(C2CCCCC2)CC1	-8	1.1	9	-5	2

nr	CD11b adhes inh	ERa SRC1 pot	ERb coact inh	Calb biofilm kill
11	-1	115	-8	6
12	.	127	-3	8
13	.	96	-4	4
14	-1	93	4[fluorescence artefact?]	1
15	79	99[fluorescence artefact?]	-2	3
16	-2	78	1	9
17	.	99	-6	3
18	.	96[fluorescence artefact?]	-3	5
19	3	111	1	-2
20	0	98	8	6

Entries by screen from the entries so far:
sEH inhibitor, compounds 11–20 → 8, -8, 16, 6, -16, -10, ., -13, ., -8
Mac1 fbg enh, compounds 11–20 → -4, ., ., -2, -4, 13, ., ., 1, 2

Further results
nr	compound	sEH inhibitor	MT1-MMP txn act	sEH activator	Smad3 FoxH1 inh	Mac1 fbg enh
21	Cc1cc(C(F)(F)F)c(C#N)c(Sc2ccccc2)n1	10	.	-9	.	0
22	CCCC(c1nnnn1CCc1ccccc1)N1CCN(C(=O)c2ccco2)CC1 (stereo unspecified)	8	1.1	-8	-6	26
23	CC1=C(C(=O)OC2CCCCCCC2)C(c2cc3c(cc2Br)OCO3)CC(=O)N1 (stereo unspecified)	38	1.2	-36	11	4
24	O=C1Nc2cc(Cl)cnc2N2CCCC12 (stereo unspecified)	.	1	.	6[fluorescence artefact?]	2
25	Cc1ccc(-n2nnnc2SCC(=O)c2cc(C)n(CC3CCCO3)c2C)cc1 (stereo unspecified)	.	1.1	.	-1	-3
26	O=C(Nc1ccc(OC(=O)c2ccco2)cc1)c1ccco1	5	1.2	-2	6	.
27	O=S(=O)(O)c1nc2ccccc2n1CCOc1ccccc1	10	1.1	-10	4	-1
28	CCOC(=O)CSC1=C(C#N)C(C)C2=C(CCCC2=O)N1 (stereo unspecified)	-2	1.2	0	9[fluorescence artefact?]	.
29	O=C(CSc1nnc(-c2cccnc2)n1C1CCCCC1)NC1CCCC1	19	1.1	-18	-2	.
30	NC(=O)c1c(NC(=O)CN2CCOCC2)sc2c1CCC2	5	1	-3	15	-4

nr	CD11b adhes inh	ERa SRC1 pot	ERb coact inh	Calb biofilm kill
21	0	.	.	.
22	5	128	0[fluorescence artefact?]	7
23	0	82	3	7
24	3	100[fluorescence artefact?]	25	5
25	-2	110[fluorescence artefact?]	9	4
26	.	95	2	6
27	-21	110	-4[fluorescence artefact?]	2
28	.	114	-6	6
29	.	123	5	6
30	6	118	11	7

(more compounds)
nr	compound	sEH inhibitor	MT1-MMP txn act	sEH activator	Smad3 FoxH1 inh	Mac1 fbg enh
31	O=C(O)CCc1ccc(-c2cccs2)n1CCC(=O)O	-4	1.1	3	9	2
32	Cc1ccc(/C=c2\s/c(=C(/C#N)C(=O)N3CCCC3)n(Cc3ccco3)c2=O)s1	.	1.2	.	-5	41
33	c1ccc(C(c2nnnn2C2CCCC2)N2CCN(c3ccccc3)CC2)cc1 (stereo unspecified)	-6	1.1	5	1	.
34	O=C(CCCN1C(=O)c2ccccc2C1=O)Oc1ccc(Cl)cc1	6	1.1	-5	0	-3
35	C=C(C)c1cccc(C(C)(C)NC(=O)NCCCN2CCCC2=O)c1	16	1.2	-16	-8	0
36	Cn1c(Cn2c(=O)sc3ccccc32)nnc1SCC(=O)NCCc1ccccc1	.	1.1	.	1	.
37	CN(Cc1ccccc1)C(=O)COc1ccccc1	-8	1.2	7	-3	.
38	N#Cc1ccc2ccn(CC(=O)N3CCCc4ccccc43)c2c1	.	0.9	.	1	1
39	CCOC(=O)c1sc(N)nc1-c1ccccc1	-8	1.1	6	-2	.
40	COc1cc(OC)c(C2=NOC(C(=O)N3CCc4ccccc4C3)C2)cc1Cl (stereo unspecified)	6	.	-4	6	5

nr	CD11b adhes inh	ERa SRC1 pot	ERb coact inh	Calb biofilm kill
31	22	61	30	9
32	-49	86[fluorescence artefact?]	17	-8
33	.	102	-6	10
34	9	98	-2	3
35	-7	133	-7	3
36	.	126	-9	4
37	.	104	-5	7
38	-32	144	-13	4
39	.	103	-2	15
40	-4	120	-8	6

Looked up by structure from the list above, five records:
nr	compound	sEH inhibitor	MT1-MMP txn act	sEH activator	Smad3 FoxH1 inh	Mac1 fbg enh
33	c1ccc(C(c2nnnn2C2CCCC2)N2CCN(c3ccccc3)CC2)cc1 (stereo unspecified)	-6	1.1	5	1	.
8	CCOc1ccc2[nH]c(=O)c(=O)[nH]c2c1	-16	1	15	0	10
6	CCOc1ccc(C(=O)Nc2cccc(-c3nc4cccnc4o3)c2)cc1Cl	19	.	-20	.	55*
15	N#Cc1c(/N=C/c2ccco2)sc2c1CCCCC2	-16	1	18	3	-4
36	Cn1c(Cn2c(=O)sc3ccccc32)nnc1SCC(=O)NCCc1ccccc1	.	1.1	.	1	.

nr	CD11b adhes inh	ERa SRC1 pot	ERb coact inh	Calb biofilm kill
33	.	102	-6	10
8	-28	74[fluorescence artefact?]	54*	6
6	-2	.	.	.
15	79	99[fluorescence artefact?]	-2	3
36	.	126	-9	4

(next part)
nr	compound	sEH inhibitor	MT1-MMP txn act	sEH activator	Smad3 FoxH1 inh	Mac1 fbg enh
41	O=C(Nc1ccc(F)cc1)c1cnc(-c2ccccc2)nc1-c1ccccc1	-4	.	5	.	3
42	CC1CCCN(C(=O)CN2C(=O)c3ccccc3C2=O)C1 (stereo unspecified)	-2	1.2	4	-5	-6
43	Cc1nn(Cc2ccc([N+](=O)[O-])cc2)c(=O)n1-c1c(F)cccc1F	-13	.	15	.	-2
44	Cc1cccc(N2CCN(C(=O)c3ccccc3NC(=O)C3CC=CCC3C(=O)O)CC2)c1 (stereo unspecified)	-16	.	16	.	2
45	O=C(O)C1C2CCC(C2)C1C(=O)Nc1cc(F)ccc1F (stereo unspecified)	-15	1.1	16	1[fluorescence artefact?]	-1
46	COc1ccccc1NC(=O)c1sc2nc(Cc3ccccc3)cc(C(F)(F)F)c2c1N	-7	.	11	.	-6
47	COc1ccc(C(=O)n2nc(C)cc2Nc2ccccc2)cc1	-7	2.1*	2	6	0
48	C=CCOc1ccc(Oc2cc(C)nc(SC)n2)nn1	4	1	-2	4	.
49	COc1ccc(-c2ccc(C#N)c(SCC(=O)Nc3sc4c(c3C#N)CCC4)n2)cc1OC	-10	1.3	10	-19[fluorescence artefact?]	42
50	COCCN1CCn2c(nc3cc(NC(=O)c4cccs4)ccc32)C1	8	1.4	-8	-13	-3

nr	CD11b adhes inh	ERa SRC1 pot	ERb coact inh	Calb biofilm kill
41	-3	.	.	.
42	1	120	-3	2
43	-4	.	.	.
44	-27	.	.	.
45	1	108	-4	6
46	-4	.	.	.
47	-1	96	11	-2
48	.	106	-22	5
49	-35	150	65*[fluorescence artefact?]	7
50	-7	17[fluorescence artefact?]	43	-4

Carrying on:
nr	compound	sEH inhibitor	MT1-MMP txn act	sEH activator	Smad3 FoxH1 inh	Mac1 fbg enh
51	CC(C)(C)n1nnnc1C(c1cccs1)N1CCN(Cc2ccc3c(c2)OCO3)CC1 (stereo unspecified)	-2	1.1	5	-7	4
52	O=P(O)(CCCCP(=O)(O)CCc1ccccc1)CCc1ccccc1	.	1.1	.	15	-2
53	COc1ccc(N(C)C(=O)Nc2ccc3c(c2)nnn3C)cc1	-10	.	10	-1	-5
54	Cc1ccc(C)c(S(=O)(=O)Nc2ccccc2C(=O)Nc2cc(C)on2)c1	.	1.1	.	2	-4
55	CC1CC(C)CN(CC(=O)Nc2ccc(S(N)(=O)=O)cc2)C1 (stereo unspecified)	9	1.1	-8	-22	2
56	O=c1[nH]c2c(s1)C(c1ccc(O)cc1)C1C3CCC(C3)C1S2 (stereo unspecified)	26	.	-27	5	3

nr	CD11b adhes inh	ERa SRC1 pot	ERb coact inh	Calb biofilm kill
51	-17	102	-8	9
52	-8	108	1[fluorescence artefact?]	7
53	7	118[fluorescence artefact?]	-8	5
54	26	113	0	2
55	8	82[fluorescence artefact?]	20[fluorescence artefact?]	2
56	-10	13[fluorescence artefact?]	49	9

Only part of the results is shown; count on the stated rates, not on these rows.
